# DAGLB inh = blocks human DAGLB lipase activity | HEK293T DAGLB membrane lysate, EnzChek fluorogenic substrate | inhibition, % at 5.17 µM | actives 0.059% (n = 340,000); in the data active = inhibition above about 34%;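 note: 0% = enzyme with vehicle and 100% = wells lacking enzyme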
# LANA DNA inh = KSHV C-LANA DNA binding inhibition | MBP-C-LANA/FAM-LBS DNA binding, fluorescence polarization | inhibition, % at 9 µM | actives 0.078% (n = 340,000);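 active = highest replicate inhibition at or above 60% at 9 µM, even if other replicates fall short; inactive = all replicates below 60% inhibition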;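 note: 0% = neutral control wells and 100% = 4 µM acridine orange control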
# Arr AP2 block = human beta-arrestin and AP2 interaction inhibition. FITC-arrestin peptide / GST-AP2 beads, flow cytometry; AP2 beta2 appendage carries R879A mutation. inhibition, % at 10 µM. actives 0.31% (n = 340,000). AID 504490;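 active = inhibition above a set limit, near 3 SD of compounds lacking own fluorescence, cut at about 54% in these data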;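 note: plate controls were DMSO wells for no effect and 5 µM unlabelled arrestin peptide for full effect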
#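 System: GST-tagged AP2 beta2-adaptin appendage (R879A) on 4 µm glutathione beads / Reagent: FITC-arrestin peptide, 50 nM / Detection: HyperCyt-sampled flow cytometry, FL1 channel, ex 488/em 535 nm / Timing: 12 min plus 1 h, RT / Buffer or medium: PBS plus Tween 20 (0.05%) and BSA (0.1%)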
# PvdQ acylase = P. aeruginosa PvdQ acylase inhibition; AID 488965; actives 0.063% (n = 340,000); purified PvdQ acylase, fluorescence plate reader; inhibition, % at 10 µM; in the data active = inhibition above about 30%, passing the limit was not always enough; inconclusive = no clear call, values can overlap the other calls;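 note: 0% = vehicle neutral wells and 100% = reference inhibitor wells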
# Keap1 Nrf2 FP = Keap1-Nrf2 (human) interaction inhibition. Q14145. Keap1 Kelch-Nrf2 peptide fluorescence polarization, 1536-well. inhibition, % at 9.4 µM. actives 0.15% (n = 340,000); in the data active = inhibition above about 12%; inconclusive = no clear call, values can overlap the other calls; inactive = below about 7.3%;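 note: human Keap1 Kelch domain with fluorescein labeled Nrf2 9mer peptide probe; 0% = neutral control wells and 100% = peptide positive control; higher means more block of Keap1 binding to Nrf2 peptide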
# Target sequence (Q14145 whole entry, looked up, the tested form may be a part): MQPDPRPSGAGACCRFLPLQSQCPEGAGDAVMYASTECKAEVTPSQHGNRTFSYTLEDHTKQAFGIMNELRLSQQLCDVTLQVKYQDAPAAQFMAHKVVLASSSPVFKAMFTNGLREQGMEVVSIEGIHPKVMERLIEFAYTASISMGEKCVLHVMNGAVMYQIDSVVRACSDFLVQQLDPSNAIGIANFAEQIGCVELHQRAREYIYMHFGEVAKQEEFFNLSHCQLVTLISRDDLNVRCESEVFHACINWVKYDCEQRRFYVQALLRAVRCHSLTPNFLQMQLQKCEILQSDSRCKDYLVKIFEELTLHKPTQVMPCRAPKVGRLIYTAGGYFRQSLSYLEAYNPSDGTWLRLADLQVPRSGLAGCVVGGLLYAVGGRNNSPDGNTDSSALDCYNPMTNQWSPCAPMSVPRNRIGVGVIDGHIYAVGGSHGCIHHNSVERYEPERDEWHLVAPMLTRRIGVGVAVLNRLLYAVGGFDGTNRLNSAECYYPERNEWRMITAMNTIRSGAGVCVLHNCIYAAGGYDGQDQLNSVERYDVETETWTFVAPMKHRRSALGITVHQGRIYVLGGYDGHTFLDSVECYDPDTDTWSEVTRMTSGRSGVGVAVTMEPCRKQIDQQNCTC
# NSD2 HMT inh = inhibitors of human histone methyltransferase NSD2; NSD2 peptide methylation, AlphaScreen, 120 min; inhibition, % at 12.5 µM; actives 0.54% (n = 310,000); in the data active = inhibition above about 50%
# SR-BI uptake up = activators of SR-BI mediated HDL lipid uptake; actives 0.096% (n = 320,000); CHO ldlA[mSR-BI] cells, DiI-HDL uptake fluorescence, 3 h; 100 = double the neutral-control signal; activation, % at 12.5 µM;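 active = mean replicate activation of at least 60% and every replicate at or above 60%; inconclusive = mean or all-replicate condition met, but not both; inactive = mean below 60% and not all replicates reaching 60%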;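 note: 0% = median plate neutral-control signal and 100% = twice that signal; values of inactives mirror those of a sister screen read the other way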
#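 Assay system: LDL receptor-deficient CHO ldlA cells overexpressing murine SR-BI / Medium: BSA-supplemented, HEPES-buffered Ham's F12, pH 7.4 / Probe or stimulus: DiI-labelled HDL at 10 µg/mL final / Timing: compound with DiI-HDL co-incubation, 3 h at 37 °C / Technique: bottom-read cell fluorescence after medium removal, ex 550/em 595 nm / Measure: HDL uptake via cellular fluorescence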
# PKA-R2B act = activates the human PKA-R2B holoenzyme complex | P22694+P31323 | PKA-R2B holoenzyme dissociation, Cy5-IP20 fluorescence polarization; R2B truncated from residue 108, S112A mutant; 0% DMSO only, 100% 113 µM cGMP | activation, % at 11.4 µM | actives 0.079% (n = 340,000) | AID 504700;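 active = activation above a cutoff set at the mean over all compounds plus 3 SD, cut at about 18% in these data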;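 note: higher means more holoenzyme dissociation and a rise in polarization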
# Target sequence (P31323 whole entry, looked up, other chains not shown, the tested form may be a part): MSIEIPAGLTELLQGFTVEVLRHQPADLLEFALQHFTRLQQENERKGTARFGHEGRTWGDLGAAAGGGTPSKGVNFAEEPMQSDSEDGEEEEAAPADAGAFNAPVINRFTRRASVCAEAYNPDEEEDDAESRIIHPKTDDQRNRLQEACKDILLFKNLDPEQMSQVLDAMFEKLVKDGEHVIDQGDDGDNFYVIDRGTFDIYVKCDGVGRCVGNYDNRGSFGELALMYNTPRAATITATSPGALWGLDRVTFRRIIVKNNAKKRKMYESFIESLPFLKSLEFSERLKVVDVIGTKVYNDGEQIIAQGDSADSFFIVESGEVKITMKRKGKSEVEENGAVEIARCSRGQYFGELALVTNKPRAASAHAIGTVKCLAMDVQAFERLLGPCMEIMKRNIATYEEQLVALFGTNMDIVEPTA
# RTF Ca sens inh = cardiac RTF calcium desensitization; P19429+P45379; IANBD-labeled cardiac RTF, Ca2+ fluorescence; inhibition, % at 7.15 µM; actives 0.12% (n = 340,000);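 active = inhibition above the mean inhibition of all tested compounds plus 3 SD, cut at about 17% in these data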;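 note: assay run at fixed EC70 calcium of 1.6 mM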
# SR-BI HDL uptake = blocks mouse SR-BI lipid uptake from DiI-HDL. actives 0.96% (n = 320,000). Q61009. inhibition, % at 12.5 µM. ldlA[mSR-BI] CHO cells, DiI-HDL uptake fluorescence, 3 h;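 active = mean replicate inhibition of at least 70% and a set share of replicates each scoring 70 or more; inconclusive = meets just one of the two criteria; inactive = fails both criteria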;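 note: 0% = median of neutral control wells and 100% = median of positive control wells; values of inactives mirror those of a sister screen read the other way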
# An asterisk follows results filed as active; ? = inconclusive; · = not tested or not shown.
SMILES,DAGLB inh,LANA DNA inh,Arr AP2 block,PvdQ acylase,Keap1 Nrf2 FP,NSD2 HMT inh,SR-BI uptake up,PKA-R2B act,RTF Ca sens inh,SR-BI HDL uptake
COc1ccc([N+](=O)[O-])cc1NC(=O)CCN1CCN(c2ccccc2OC)CC1,-2,-0.1,8,-6,-1,0,2,1,-4,-2
Cc1ccc(/C=C2/NC(=O)N(Cc3ccccc3F)C2=O)o1,2,-0.9,-13,-8,-4,-1,-8,-1,4,8
CC1CCCCN1C(=O)COC(=O)Cc1c[nH]c2ccccc12 (configuration not stated),1,-2.8,-21,-4,5,-1,-13,-3,3,13
Cc1cc2[nH]c(=O)c(=O)[nH]c2cc1S(=O)(=O)NCc1ccc(Cl)cc1,2,-0.2,3,-19,0,·,-4,-1,-11,4
COc1ccc(-c2nc(-c3ccncc3)no2)cc1OC,-3,-0.1,31,6,2,·,8,3,-3,-8
CCOc1ccc(C2(C)CC(=O)N(C)C2=O)cc1 (configuration not stated),-1,0.4,3,-14,0,-1,17,-7,-6,-17
Cc1nn(-c2ccccc2)c2ncc(C(=O)c3cc(Cl)ccc3O)cc12,-7,0.4,-1,-5,-2,-2,-22,-8,-7,22
CCn1c(=O)c(C(=O)NCc2ccc(OC)c(OC)c2)c(O)c2ccccc21,-4,-0.1,11,-15,-1,2,43,6,2,-43
O=C1c2ccc(Oc3ccc4c(c3)C(=O)N(CCCCO)C4=O)cc2C(=O)N1CCCCO,0,-0.6,-3,-8,1,-1,-9,5,9,9
O=C(c1ccccc1)N1N=C(C(F)(F)F)CC1(O)c1ccccc1O (configuration not stated),-2,-0.1,11,1,-2,2,-17,-8,2,17
c1ccc(C2OCC3(CO2)COC(c2ccccc2)OC3)cc1 (configuration not stated),-11,-0.2,1,-15,-4,·,18,-10,1,-18
N/C(=N\OC(=O)CCC1CCCC1)c1ccccc1,-3,-2.1,46,1,-5,2,24,-17,-2,-24
Cc1cc(C(=O)NC2CC(C)(C)Cc3c2cnn3-c2ccccc2)n(C)n1 (configuration not stated),-2,-0.9,-13,-13,3,0,-17,13,-9,17
O=C(CN1C(=O)/C(=C/c2ccco2)SC1=S)Nc1ccc(O)c(C(=O)O)c1,17,101*,10,-3,1,116*,6,4,3,-6
Cc1ccc(NC(=O)Nc2cc(-c3ccccc3)nn2C)cc1Cl,-3,-0.1,6,-9,2,-1,-13,-2,3,13
Cn1cccc1/C=N/NC(=O)c1ccccn1,-2,-0.9,7,-2,5,·,12,-3,-2,-12
CCCc1cc(C(=O)Cc2ccc(F)cc2)c(O)cc1O,-6,-0.2,-2,-12,4,0,-3,-12,-4,3
COc1ccc2[nH]c(C(=O)N3CCC(n4nccc4NC(=O)C4CC4)CC3)c(C)c2c1,2,-1.8,-9,-6,0,-7,-4,-1,-7,4
Nc1ncnc(Oc2cccc3cccnc23)c1[N+](=O)[O-],0,0.6,18,-5,2,-1,6,-6,-13,-6
Cc1ccc(C(=O)NCCNC(=O)c2ccccc2)cc1,1,-1.8,5,-11,-3,10,16,-5,2,2
Cc1ccc(N2CSC3=C(C#N)C(c4cccs4)CC(=O)N3C2)cc1 (configuration not stated),7,-0.2,36,3,0,·,0,-2,-8,0
FC(F)(F)c1cc(-c2cccs2)nc2cc(-c3ccccc3)nn12,-13,2.4,6,-10,-3,-4,4,2,2,-4
O=C(CSc1nc2cc(Cl)ccc2s1)c1cc2ccccc2o1,-4,2.1,20,-3,7,0,11,8,-35,-11
CCCN(CCC)C(=O)COc1cc(=O)n(CC)c2ccccc12,-2,2.0,4,-9,-5,·,-14,-1,-8,14
CCOC(=O)CN1C(=O)S/C(=C/C=C/c2ccc(N(C)C)cc2)C1=O,-1,-2.0,-10,-5,-7,2,-16,-3,-43,16
C=CCOc1nc2c(c(=O)n(Cc3ccc(Cl)c(Cl)c3)c(=O)n2C)n1C,-2,0.2,3,-6,-2,-2,10,-2,-1,-10
CCC/C=C(\CCC)C(NC(=O)Cc1ccccc1)c1ccc(C(=O)OC)cc1 (configuration not stated),-16,-0.4,1,-10,-5,·,-8,0,7,8
Cc1c(-c2ccccc2)nc2ccccc2c1C(=O)O,-4,0.8,2,-9,-4,-11,-2,2,-13,2
Cc1ccc(-n2c(C)cc(=O)cc2C)cc1[N+](=O)[O-],1,-0.6,-10,-14,-6,-6,·,-8,-18,·
COc1ccc([C@H]2CC(=O)C=C(c3ccc(-c4ccccc4)c(F)c3)C2)cc1OC,0,-0.3,1,-15,-5,·,12,-6,2,-12
CC(C)Sc1nc2sccc2c(=O)n1-c1ccccc1,-4,-3.0,-5,-9,-2,·,-16,0,-11,16
CSc1ncccc1C(=O)NNC(=O)c1ccc(NS(=O)(=O)c2cccs2)cc1,0,0.6,-2,0,-1,-1,15,-7,-1,-15
Cc1onc(-c2ccccc2Cl)c1C(=O)NC(=S)Nc1ccccc1F,-8,-0.9,0,5,0,-4,-16,-11,1,16
O=S(=O)(N/N=C/c1cn(Cc2ccccc2)c2ccccc12)c1ccccc1,3,0.4,3,-6,-4,-3,-2,-3,-3,2
CCCCC(NC(C)=O)c1nc2ccccc2n1CCCC (configuration not stated),0,-0.3,-8,-14,1,5,2,3,-5,-2
COc1cccc(/C=C2\SC(=S)N(CCCC(=O)N3CCCC3)C2=O)c1,-1,-0.6,21,5,1,42,-9,-3,1,9
CCCCOc1ccc(OCCSc2nc3ccccc3n2CC(=O)O)cc1,5,1.8,13,-6,1,0,3,-3,0,-3
COc1cccc(C(=O)Nc2ccccc2N2CCN(C(=O)c3ccccc3)CC2)c1,-4,1.5,-18,-4,1,-2,-44,-4,0,44
OC(CN1CCNCC1)Cn1c2ccccc2c2ccccc21 (configuration not stated),0,-2.4,9,-5,-3,1,39,5,4,-39
CCn1c(SCC(=O)Nc2ccccc2OC)nc(O)cc1=O,1,0.1,35,2,0,0,7,0,7,-7
COCCCN1C(=O)N(c2ccccc2)C(=O)C1CC(=O)Nc1ccccc1 (configuration not stated),0,-2.1,-7,-9,1,-5,33,-14,-9,-33
COC(=O)c1cc(S(=O)(=O)NCc2ccccc2OC)cn1C,-7,0.4,5,5,3,-1,-6,-3,-2,6
Cc1ccc(C)c(NC(=O)NNS(=O)(=O)c2ccc(C)c(C)c2)c1,2,0.4,3,11,-2,9,-6,17,0,6
O=C(O)c1csc(Br)c1Br,1,1.7,-5,-15,0,0,8,-1,3,-8
N#CC(c1ccc(Cl)cc1)c1ccc(Cl)nn1 (configuration not stated),-1,-0.5,6,80*,-1,-1,-20,-15,-2,20
C=CCc1cc(OC)ccc1OCCN(C)Cc1ccccc1,-8,0.2,10,2,0,18,10,-4,0,-10
CCCCC(=O)Nc1cccc(NC(=O)CC)c1,-1,-1.6,10,-8,0,-2,43,7,-13,-43
Cc1ccc(CN2CCN(Cc3cnc(N4CCOCC4)s3)CC2CCO)o1 (configuration not stated),0,-0.1,-11,-15,-2,-1,5,0,-1,-5
CN(CC(=O)Nc1ccccc1Cl)C(=O)CSc1nnc(-c2ccco2)o1,2,0.0,-4,20,-1,-2,13,-5,-13,-13
O=C(Nc1ccccn1)c1csc2c1CCCC2,-8,2.6,30,7,1,-5,-17,3,1,17
Cc1ccc(C)c(-c2nnc(NC(=O)c3ccc([N+](=O)[O-])o3)o2)c1,4,1.5,-9,0,-5,18,26,-10,5,-26
N#C/C(=C\c1c(N2CCC(C(N)=O)CC2)nc2ccccn2c1=O)C(=O)NCc1ccco1,-1,1.5,3,-8,-1,0,?,-1,-8,-61
COc1ccc(-c2c(-c3ccc(OC)cc3O)nc(C)nc2C(F)(F)F)cc1,-12,0.3,5,2,1,26,7,-12,2,-7
CC[C@@H]1C=C(C(=O)O)[C@H](c2ccc(OC)c(OC)c2)N1S(=O)(=O)c1ccc(C)cc1,-2,1.5,30,9,-2,·,-14,-7,-2,14
CCOC(=O)c1[nH]c2cc(OC)c(OC)cc2c1NC(=O)c1nonc1C,0,1.0,-5,-13,-2,-2,-37,-13,-5,37
CNc1cc(F)nc(F)n1,2,-0.4,11,-8,0,-2,10,-5,-2,-10
O=C(CNS(=O)(=O)c1ccccc1)N1CCN(C(=O)c2ccco2)CC1,0,0.5,-8,-9,0,-7,9,-12,-4,-9
O=c1nc(N2CCCCC2)nc2n1CCO2,0,-0.3,0,-14,-4,-1,28,5,-4,-28
O=C(Nc1ccccc1Cl)c1ccc2c(c1)N(Cc1ccc(F)cc1)C(=O)CS2=O (configuration not stated),2,-3.8,-3,-16,-3,·,-82,0,-7,82*
COc1ccc(C(=O)Nc2cc(OC)c(Cl)cc2Cl)cc1,-11,-0.1,3,-6,-6,-1,-27,-11,-7,27

# Gathered by group: the compounds so far containing a cyano group
SMILES,DAGLB inh,LANA DNA inh,Arr AP2 block,PvdQ acylase,Keap1 Nrf2 FP,NSD2 HMT inh,SR-BI uptake up,PKA-R2B act,RTF Ca sens inh,SR-BI HDL uptake
Cc1ccc(N2CSC3=C(C#N)C(c4cccs4)CC(=O)N3C2)cc1 (configuration not stated),7,-0.2,36,3,0,·,0,-2,-8,0
N#CC(c1ccc(Cl)cc1)c1ccc(Cl)nn1 (configuration not stated),-1,-0.5,6,80*,-1,-1,-20,-15,-2,20
N#C/C(=C\c1c(N2CCC(C(N)=O)CC2)nc2ccccn2c1=O)C(=O)NCc1ccco1,-1,1.5,3,-8,-1,0,?,-1,-8,-61

# New compounds follow.
SMILES,DAGLB inh,LANA DNA inh,Arr AP2 block,PvdQ acylase,Keap1 Nrf2 FP,NSD2 HMT inh,SR-BI uptake up,PKA-R2B act,RTF Ca sens inh,SR-BI HDL uptake
Cc1cccc(N(Cc2ccccc2F)S(C)(=O)=O)c1,-1,2.2,2,-6,2,·,-8,8,2,8
CCOc1nc(-c2ccccc2O)nc2ccccc12,-9,-1.6,7,-3,-2,-1,-55,5,-1,55
COc1cccc(OC)c1NC(=O)Cc1nn(C)c(=O)c2ccccc12,-4,-1.0,6,-10,-3,-1,-20,-6,-21,20
Cc1ccc(/C=C/C(=O)O)cc1S(=O)(=O)NCCCC(=O)O,1,1.5,-3,-8,0,2,30,-1,4,-30
O=C(Nc1ccc2[nH]ncc2c1)c1ccccc1,-1,0.2,-13,-8,-2,23,-12,2,-1,12
CC(C)C1Oc2ccccc2N(CC(=O)N(Cc2ccccn2)C2CC2)C1=O (configuration not stated),1,0.3,2,-15,-3,-5,369*,-8,-17,-369
CCOC(=O)c1ccccc1NC(=O)CN1C(=O)NC(C)(CCc2ccccc2)C1=O (configuration not stated),-1,0.4,6,-1,3,0,0,2,2,0

# Assay outcomes as filed in PubChem BioAssay.
